Screens (PubChem)
CatS inh = inhibitors of human cathepsin S. P25774. recombinant cathepsin S, AMC dipeptide fluorescence, pooled mixtures. inhibition, %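 (tested at 5 µM per compound within 10-compound mixtures)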. actives 0.06% (n = 62,000). AID 501; in the data active = inhibition above about 32%, passing the limit was not always enough; inconclusive = no clear call, values can overlap the other calls;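 note: 0% = enzyme without compound and 100% = blank without enzyme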
Target sequence (P25774 115-331 limits assumed): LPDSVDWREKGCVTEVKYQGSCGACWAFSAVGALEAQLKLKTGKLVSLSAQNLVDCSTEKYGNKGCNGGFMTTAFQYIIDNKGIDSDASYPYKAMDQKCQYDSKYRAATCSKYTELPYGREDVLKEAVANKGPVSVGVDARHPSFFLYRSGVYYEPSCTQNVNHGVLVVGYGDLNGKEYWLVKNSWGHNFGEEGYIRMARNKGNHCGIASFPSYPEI
FXIIa inh mix = inhibitors of human coagulation factor XIIa, pooled mixtures | inhibition, % at 5 µM | actives 0.2% (n = 62,000) | P00748 | AID 684 | purified FXIIa, fluorogenic substrate;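 note: 0% = enzyme without compound and 100% = no enzyme blank; some results filed as inactive read as strong as hits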
C1s block = blocks human complement C1s protease activity; purified C1s, fluorogenic AMC substrate, pooled mixtures; mean inhibition % of two 10-compound mixtures (hits give high values), % at 5 µM (by protocol); AID 538; actives 0.16% (n = 62,000); P09871;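 active = inhibition above 20% in each of the two 10-compound mixture wells holding the compound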;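 note: 0% = enzyme wells lacking compound mixture and 100% = no-enzyme blank wells; some compounds called inactive have numbers as strong as hits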
CatG inh = inhibitors of human cathepsin G; P08311; purified enzyme, AMC-tetrapeptide fluorescence, pooled mixtures; inhibition, % at 5 µM (by protocol); actives 0.2% (n = 62,000);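 active = inhibition above 20% in each of the two mixture wells holding the compound; inactive = inhibition of 20% or less in either well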;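 note: 0% = enzyme control without mixture and 100% = blank lacking enzyme; strong numbers were not always called active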
Target sequence (P08311 21-244 limits assumed): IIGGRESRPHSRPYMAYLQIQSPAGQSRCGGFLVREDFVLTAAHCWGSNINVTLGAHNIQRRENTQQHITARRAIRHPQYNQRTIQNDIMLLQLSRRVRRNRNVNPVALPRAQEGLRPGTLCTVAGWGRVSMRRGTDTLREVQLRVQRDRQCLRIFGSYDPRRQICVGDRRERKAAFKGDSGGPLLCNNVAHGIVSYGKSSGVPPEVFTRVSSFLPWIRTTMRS
CatB inh = human cathepsin B inhibition; purified cathepsin B, fluorogenic substrate, fluorescence; inhibition, %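 (tested at 10 µM)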; actives 0.1% (n = 63,000); in the data active = inhibition above about 21%;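 note: 0% = enzyme with no compound and 100% = no enzyme blank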
CatB mixtures = human cathepsin B inhibition by mixtures; Purified cathepsin B, AMC dipeptide fluorescence, compound mixtures; inhibition, %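 (ten-compound pools at 5 µM per compound and 50 µM total)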; actives 0.06% (n = 62,000); in the data active = inhibition above about 22%, passing the limit was not always enough; inconclusive = no clear call, values can overlap the other calls;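 note: 0% = enzyme without compound and 100% = no enzyme blank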
AP complement = orthogonal test for alternative complement pathway inhibitors. inhibition, % at 5 µM. Human serum alternative complement pathway, LPS-coated ELISA, C3 deposition; tested in compound mixtures. actives 0.08% (n = 62,000). AID 1235;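 active = inhibition above 30% in each of the two pooled mixtures holding the compound, so the lower value exceeds 30%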;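 note: 0% = serum in Mg-EGTA without compound and 100% = EDTA serum blank; some compounds past the cut are filed as inactive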
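Medium: diluted human serum in Mg2+-EGTA GVB++. Assay system: human serum complement alternative pathway, C3 deposition onto LPS. Also added: Plate-bound LPS. Technique: Anti-C3 ELISA, OD 450 nm. Measure: percent inhibition. Incubation: 1 h at 37 °C. Dosing: 5 µM each compound, pools of ten, 50 µM per pool.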
CatL block = blocks human cathepsin L protease activity; P07711; purified cathepsin L, fluorogenic substrate, fluorescence; inhibition, %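 (tested at 10 µM)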; actives 0.17% (n = 58,000); in the data active = inhibition above about 45%;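 note: 0% = enzyme with no compound and 100% = no enzyme blank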
Target sequence (P07711 114-288 limits assumed): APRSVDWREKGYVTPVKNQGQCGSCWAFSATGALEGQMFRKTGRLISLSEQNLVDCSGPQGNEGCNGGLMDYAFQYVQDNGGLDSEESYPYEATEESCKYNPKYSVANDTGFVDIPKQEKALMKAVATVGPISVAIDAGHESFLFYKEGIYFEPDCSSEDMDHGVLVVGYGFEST
Target sequence (P07711 292-333 limits assumed): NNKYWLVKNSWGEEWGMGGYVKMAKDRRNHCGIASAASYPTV
FXIa inh mix = blocks human factor XIa in pooled compound mixtures; purified FXIa, fluorogenic substrate; inhibition, % at 5 µM; actives 0.19% (n = 62,000); AID 680;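 note: each value is inhibition by a whole ten-compound pool holding the compound; 0% = enzyme with no mixture and 100% = wells lacking enzyme; strong numbers were not always called active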
Active calls of the source: *; ? = inconclusive; / = no result given. Cut-off read from the data, not from the text of the source, unless noted: active = inhibition above about 20% (passing the limit was not always enough); inactive = the rest. Only part of the results is shown; the hit share may differ from the screen's.

Start of the data: the first 2 records (preview)
CatS inh,FXIIa inh mix,C1s block,CatG inh,CatB inh,CatB mixtures,AP complement,CatL block,FXIa inh mix,Molecule
2,2,1,9,4,6,8,6,-1,CCOC(=O)N1CCN(C(c2ccc(Cl)cc2)c2sc3nc(C)nn3c2O)CC1 (centres undefined)
-15,2,2,7,-2,1,16,-12,3,Cc1nnc2sc(-c3csc4c3CCCC4)nn12

The listing, from the start:
CatS inh,FXIIa inh mix,C1s block,CatG inh,CatB inh,CatB mixtures,AP complement,CatL block,FXIa inh mix,Molecule
2,2,1,9,4,6,8,6,-1,CCOC(=O)N1CCN(C(c2ccc(Cl)cc2)c2sc3nc(C)nn3c2O)CC1 (centres undefined)
-15,2,2,7,-2,1,16,-12,3,Cc1nnc2sc(-c3csc4c3CCCC4)nn12
-11,1,2,2,/,-2,10,8,5,COC(=O)CCCC(=O)Nc1c(F)c(F)c(F)c(F)c1F
9,-18,2,1,-2,7,8,2,17,COc1ccc(-c2nnco2)cc1OC
1,-1,58,11,3,3,16,5,-4,CCn1nc(C(=O)OCC(=O)N2c3ccccc3CC2C)c2ccccc2c1=O (centres undefined)
14,0,17,13,5,3,-1,8,9,CC(c1ccco1)N(C(=O)c1ccc(Cl)s1)c1ccccn1 (centres undefined)
-12,4,-42,-12,2,-7,10,0,-8,O=C(CSc1nnc(CCCO)n1-c1ccccc1)NCCc1ccccc1
-9,5,9,7,3,3,10,-3,6,CC(C)Nc1nc(N(c2ccccc2)c2ccccc2)nc(-n2ccnc2)n1
-2,5,2,-2,0,1,9,-13,2,COC(=O)CCCC(=O)Nc1ccc(Cl)c(Cl)c1
2,2,-12,-4,1,2,-6,11,0,N#CC1=C(N)N2C(=C(C#N)C13CCN(Cc1ccccc1)CC3)Nc1ccccc12
-1,-9,6,7,5,2,8,0,-1,COc1ccc(N2CC(O)=C(c3nc4ccccc4s3)C2=N)c(OC)c1
5,-4,-9,-2,-2,-1,14,35,1,O=C(CC(C(=O)O)C1CCCO1)Nc1cccc(C(F)(F)F)c1 (centres undefined)
7,7,-12,-10,5,7,-25,12,5,CCCC1CC(c2csc(N)n2)CCO1 (centres undefined)
41,0,0,-3,1,-2,19,5,1,O=C(CCN1C(=O)c2ccncc2C1=O)Nc1ccc2c(c1)OCCO2
-2,1,3,-3,0,2,0,10,6,O=C(Nc1cnc2sccn2c1=O)c1ccccc1Cl
11,-1,-1,6,5,4,-2,15,5,CCOC(=O)c1cnn(-c2nc(C)cc(C)n2)c1N
18,-14,15,14,-2,3,7,23,0,Cn1c(N2CCCCC2)nc2c1c(=O)[nH]c(=O)n2C
8,10,6,-2,7,4,-5,9,4,Cc1ccccc1OCC(=O)Nc1ccccc1N1CCCCC1
16,10,-23,-4,0,4,-13,23,6,COC(=O)c1[nH]c2ccccc2c1NC(=O)CN1CCCc2ccccc21
-3,1,14,12,5,-2,9,16,8,CCOc1ccccc1-n1c(SCC(=O)NC(C)(C)C)nnc1-c1ccoc1C
6,2,-11,7,0,2,15,13,22*,Cc1ccc(-c2nn3c(C)nnc3s2)cc1NC(=O)c1ccc(OC(C)C)cc1
-12,1,-30,-8,0,0,9,-1,1,COc1ccc(OC)c(CNc2nc3ccccc3n2CCN2CCCCC2)c1
4,-1,-79,-1,5,-4,-4,11,-18,Nc1cc(C(=O)O)ccc1N1CCCCCC1
1,1,-5,9,1,-5,2,13,2,O=C(CSc1ccccc1C(=O)O)Nc1cccc(C(=O)O)c1
3,-1,15,11,3,0,-1,14,1,COc1ccc(C(=O)CN2CCN(c3ccc(F)cc3)CC2)cc1OC
5,-20,-29,-4,3,-7,-2,1,2,CCC1Sc2ccccc2N(CC(=O)NCc2ccc3c(c2)OCO3)C1=O (centres undefined)
?,8,14,20,10,2,-9,9,2,O=c1c2[nH]c3ccc(Br)cc3c2ncn1CCCn1ccnc1
8,4,17,16,2,7,12,14,-4,CC(=O)Nn1cc2c(=O)n(C)c(=O)n(C)c2c1
4,4,5,2,1,7,9,12,3,C/C=C/Cn1c(SCc2ccccc2)nc2c1c(=O)[nH]c(=O)n2C
-4,0,1,1,2,-3,4,-3,5,COc1ccc2c(c1)CCCN2C(N)=O
12,-2,3,1,5,-2,4,19,5,CCC(=O)Nc1nonc1-c1nc2ccccc2n1CCC(C)C
-2,0,9,8,1,2,29,-7,4,O=C1c2ccccc2C(=O)N1Cc1nc(-c2ccccc2)no1
-3,9,-27,2,-6,6,18,3,11,CCCOC1(NC(=O)c2ccccc2)C(C)=CC(=O)C=C1C
1,1,-6,-10,0,8,2,8,5,CCOC(=O)c1ccc(NS(=O)(=O)c2ccc3c(c2)oc(=O)n3C)cc1
-5,-14,-62,-1,3,-11,5,3,-20,Cc1ccc(-c2nnnn2CS(=O)(=O)c2ccccc2)cc1
3,10,19,11,1,4,10,-3,7,Cc1cc(NS(=O)(=O)c2ccc(NC(=O)c3ccoc3C)cc2)nc(C)n1
2,-20,4,0,-5,4,17,-2,12,O=C(NCCN1CCOCC1)c1ccc(CS(=O)(=O)c2c(Cl)cccc2Cl)o1
3,-2,3,7,2,2,25,1,-2,CCOCCCNC(=O)CN1C(=O)CSc2cc(S(=O)(=O)N3CCCCCC3)ccc21
-19,-14,9,8,1,6,4,2,4,COC(=O)c1ccc(NC2(C#N)C(=O)Nc3ccccc32)cc1 (centres undefined)
-3,6,-47,0,-2,2,15,-6,-11,Cc1ccccc1CN1CCN(CC(=O)NCc2ccccn2)C1=O
-2,-25,11,7,3,6,18,1,5,C=CCNC(=O)CN(c1ccc(F)cc1)S(=O)(=O)c1ccc(OC)cc1
4,2,2,-2,5,3,0,-1,1,O=C(CSc1nnc(Cc2ccccc2)n1C1CCCCC1)N1CCOCC1
0,2,-116,5,6,0,10,/,-9,CCOc1ccc(OCC)c(C2C(C#N)=C(N)N(c3cccnc3)C3=C2C(=O)CC(C)(C)C3)c1 (centres undefined)
-1,-20,12,9,1,3,11,12,7,COc1ccc(CCNC(=O)CCn2cccc2)cc1OC
-8,-12,-41,-15,-4,1,-7,-15,-5,O=C(NCCN1CCOCC1)c1cc2ccccc2[nH]1
6,26,-15,-5,0,-2,20,16,1,CCC(Sc1nc(=O)cc(N)n1CCc1ccccc1)C(=O)Nc1cc(C)on1 (centres undefined)
-6,4,-33,6,1,1,13,-4,4,O=C(CN1CCCc2ccccc21)NC(=O)NCc1ccco1
-24,6,-15,1,-4,6,5,-3,2,Cc1ccccc1NC(=O)N1C2CCCC1CC(NC(=O)C1CC1)C2 (centres undefined)
26,13,11,6,7,1,6,/,1,O=C(CC1CCCCC1)OCn1nnc2ccccc2c1=O
0,2,-45,-4,-4,-4,7,/,2,Cc1c(S(=O)(=O)N2CCc3ccccc3C2)c(=O)n(C)c(=O)n1C
9,5,11,11,1,6,-4,13,7,CCn1c(SCC(=O)NCc2ccco2)nnc1C(C)C
4,8,8,10,-2,3,13,/,18,Cc1nc(Sc2nnnn2-c2ccccc2)c(C#N)c(C)c1C
12,3,-1,0,-5,3,20,6,6,COc1ccc(-c2nnc(NC(=O)C(C)C)s2)c(OC)c1
-8,4,-48,2,-2,0,11,/,-7,O=C1CCc2cc(S(=O)(=O)N3CCC(C(=O)NCCC4=CCCCC4)CC3)ccc2N1
5,2,19,11,5,2,4,15,-1,CCCCCCC(=O)N1CCC(c2nc3c(nnn3Cc3ccccc3Cl)c(=O)[nH]2)CC1
-8,-9,7,4,0,0,6,8,5,CCN(CC)S(=O)(=O)c1cccc(-c2nnc(SCCOc3ccc(Cl)cc3)o2)c1
-7,14,-12,-3,1,-1,4,5,-9,CCN(CC)CCNC(=O)c1ccc2c(c1)ncn2C1CCCCC1
11,-1,8,12,4,2,2,17,5,Cc1c(N(C)C(=O)c2ccccc2F)c(=O)n(-c2ccccc2)n1C
10,-4,1,3,2,-1,5,8,7,CN1CC(=O)N(C)c2ncn(Cc3ccccc3)c2C1=O
2,4,4,-1,1,1,-2,-5,3,CC(C)C(c1nnnn1C1CCCC1)N(C)C1CCCCC1 (centres undefined)

Other entries:
CatS inh,FXIIa inh mix,C1s block,CatG inh,CatB inh,CatB mixtures,AP complement,CatL block,FXIa inh mix,Molecule
-3,4,-16,-17,2,4,-15,30,1,CCOc1ccccc1OCC(=O)Nc1nnc(C)s1
16,2,-12,-10,9,8,-14,2,7,O=C(NCCCN1CCCC1=O)C1CCN(S(=O)(=O)N2CCOCC2)CC1
-9,3,15,11,1,1,13,-3,9,CCN(CC)S(=O)(=O)c1cccc(-c2nnc(SC(C)C(=O)NCCC3=CCCCC3)o2)c1 (centres undefined)
8,3,-7,9,0,-7,-4,-3,-1,CCc1nc(N)c(C#N)c(-c2ccncc2)c1C
8,10,-50,6,3,1,11,21,7,COc1cc(OC)cc(C(=O)Nc2ccccc2NC(C)=O)c1
0,5,-26,0,-4,4,13,-4,2,CCCNC(=O)Cn1cccc1C(=O)c1ccccc1
1,4,4,0,5,4,-10,1,6,CN1CCN(S(=O)(=O)c2ccc(NC(=O)c3ccc(Br)s3)cc2)CC1
-1,-1,9,9,6,3,15,1,5,OC(Cc1nc2ccccc2[nH]1)c1ccccc1Cl (centres undefined)
1,7,14,13,1,3,6,-3,4,CSc1nc2ccc(NS(=O)(=O)c3ccc(Cl)s3)cc2s1
8,-4,-10,-1,0,-3,8,14,7,Cc1ccc(S(=O)(=O)NCC(=O)NC2CCCC2)cc1
5,3,0,6,-1,0,31*,-5,0,O=C(NC1CC2CCC1C2)C1CCN(S(=O)(=O)c2ccc(-c3nn[nH]n3)cc2)CC1 (centres undefined)
